# Screening data deposited in PubChem by The Scripps Research Institute Molecular Screening Center.
# LYPLA2 inh: LYPLA2 inhibitors, primary screen, counter-screen for PME1 inhibitor project, biochemical, fluorescence polarization, FP-Rh probe ABPP | Acyl-protein thioesterase 2 (Homo sapiens), O95372 | recombinant LYPLA2 | inhibition, % at 5.9 µM | hit rate 0.38% among 320,000;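 active means inhibition above the screen-wide mean plus 3 SD, limit set per campaign, cut at about 26% in these data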;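 further: 0% = LYPLA2 with DMSO and 100% = wells lacking LYPLA2 enzyme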
# LYPLA1 counter: LYPLA1 inhibitors, primary screen, counter-screen for PME1 inhibitor project, biochemical, fluorescence polarization, FP-Rh probe ABPP; Acyl-protein thioesterase 1 (Homo sapiens), O75608; recombinant LYPLA1; inhibition, % at 5.9 µM; hit rate 0.16% among 320,000; AID 2174, 2009;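 active means inhibition above the mean of all tested compounds plus 3 SD, set per campaign, cut at about 14% in these data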;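 further: inhibitors block serine hydrolase probe labeling of LYPLA1 so polarization falls; 0% = enzyme with DMSO and 100% = wells lacking LYPLA1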
# PME-1 primary: PME-1 inhibitors via competitive probe labeling, primary screen, biochemical, fluorescence polarization, FP-Rh probe, HTS | hit rate 0.53% among 320,000 | AID 2130, 2009 | recombinant PME-1 | inhibition, % at 5.9 µM;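 active means inhibition above the campaign mean of all compounds plus 3 SD, cut at about 26% in these data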;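 further: competitive labeling of PME-1 active site by serine hydrolase directed probe; 0% = PME-1 with DMSO and 100% = wells lacking PME-1 enzyme; inhibitors block probe labeling so polarization falls and inhibition rises; many of its hits are not listed in these tables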
# Target sequence (Q9Y570 whole entry, looked up): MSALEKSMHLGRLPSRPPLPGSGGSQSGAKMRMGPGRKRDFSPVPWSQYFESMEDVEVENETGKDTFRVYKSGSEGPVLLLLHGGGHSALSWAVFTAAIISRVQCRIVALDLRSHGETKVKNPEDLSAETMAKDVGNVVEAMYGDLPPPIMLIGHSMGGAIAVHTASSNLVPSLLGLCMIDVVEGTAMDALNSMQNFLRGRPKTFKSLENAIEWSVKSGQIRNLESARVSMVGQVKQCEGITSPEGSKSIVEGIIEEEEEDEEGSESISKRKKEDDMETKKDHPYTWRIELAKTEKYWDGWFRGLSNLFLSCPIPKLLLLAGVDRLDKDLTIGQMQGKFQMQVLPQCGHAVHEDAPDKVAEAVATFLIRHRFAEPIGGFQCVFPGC
# PAD4 inh: human PAD4 inhibitors, primary screen, biochemical, fluorescence polarization, 1536-well format | hit rate 0.41% among 330,000 | recombinant PAD4, RCA probe fluorescence polarization | inhibition, % at 6.36 µM;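 active means percent inhibition above a cutoff equal to the mean of all tested compounds plus 3 SD, cut at about 15% in these data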;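 further: 0% = PAD4 with RCA probe and DMSO and 100% = probe without PAD4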
# Target sequence (Q9UM07 whole entry, looked up): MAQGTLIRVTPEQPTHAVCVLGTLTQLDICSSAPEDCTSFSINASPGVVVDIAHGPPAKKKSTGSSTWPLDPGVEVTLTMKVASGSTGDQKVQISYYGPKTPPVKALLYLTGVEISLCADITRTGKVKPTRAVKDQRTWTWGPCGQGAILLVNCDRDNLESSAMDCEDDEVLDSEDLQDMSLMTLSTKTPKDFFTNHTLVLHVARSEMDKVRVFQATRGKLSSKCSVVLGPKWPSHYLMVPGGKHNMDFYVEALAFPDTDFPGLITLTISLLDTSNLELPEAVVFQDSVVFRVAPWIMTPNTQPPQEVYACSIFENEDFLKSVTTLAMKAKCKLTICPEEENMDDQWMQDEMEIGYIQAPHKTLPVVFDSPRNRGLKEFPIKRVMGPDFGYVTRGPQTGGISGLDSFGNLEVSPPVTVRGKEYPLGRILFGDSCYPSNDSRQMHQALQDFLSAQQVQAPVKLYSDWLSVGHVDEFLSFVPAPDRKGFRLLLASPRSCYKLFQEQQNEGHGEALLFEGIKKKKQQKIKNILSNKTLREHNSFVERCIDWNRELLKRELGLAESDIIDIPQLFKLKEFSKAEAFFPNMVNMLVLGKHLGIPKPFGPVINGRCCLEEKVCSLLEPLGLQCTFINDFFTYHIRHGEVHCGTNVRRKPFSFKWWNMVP
# PAFAH1B2 inh: PAFAH1B2 enzyme inhibitors, primary screen, biochemical, fluorescence polarization, human; hit rate 1.2% among 340,000; recombinant PAFAH1B2, FP-rhodamine activity probe; AID 492953, 2010; Platelet-activating factor acetylhydrolase IB subunit alpha2 (Homo sapiens), P68402; inhibition, % at 3.39 µM;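 active means inhibition above the mean of all tested compounds plus 3 SD, cut at about 24% in these data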;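 further: 0% = enzyme with DMSO and 100% = wells lacking PAFAH1B2; many of its hits are not listed in these tables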
# PAFAH1B3 inh: PAFAH1B3 enzyme inhibitors, primary screen, biochemical, fluorescence polarization, human; inhibition, % at 3.39 µM; AID 492972, 2010; recombinant PAFAH1B3, FP-rhodamine probe; hit rate 0.28% among 340,000; Platelet-activating factor acetylhydrolase IB subunit alpha1 (Homo sapiens), Q15102;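 active means inhibition above the screen-wide average of all tested compounds plus 3 SD, cut at about 25% in these data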;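 further: 0% = enzyme with DMSO only and 100% = wells lacking PAFAH1B3 protein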
# GSTO1 inh: inhibitors of recombinant GSTO1, primary screen, counter-screen for RBBP9 inhibitor project, biochemical, fluorescence polarization | hit rate 1.1% among 300,000 | activity-based probe fluorescence polarization | Glutathione S-transferase omega-1 (Homo sapiens), P78417 | inhibition, % at 5.96 µM | AID 1974, 2009;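 active means inhibition above the campaign mean inhibition plus 3 SD, cut at about 35% in these data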;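 further: 0% = GSTO1-1 with DMSO and 100% = wells lacking GSTO1-1 enzyme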
# PREPL inh: PREPL enzyme inhibitors, primary screen, biochemical, fluorescence polarization; inhibition, % at 5.96 µM; Prolyl endopeptidase-like (Homo sapiens), Q4J6C6; recombinant PREPL, fluorescence polarization activity-based probe; AID 2751, 2010; hit rate 0.68% among 320,000; in the data active means inhibition above about 43%;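 further: 0% = enzyme with DMSO and 100% = wells lacking enzyme; many of its hits are not listed in these tables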
# pPAFAH FP inh: pPAFAH enzyme inhibitors, primary screen, biochemical, fluorescence polarization, human. Platelet-activating factor acetylhydrolase (Homo sapiens), Q13093. recombinant pPAFAH, FP-rhodamine probe fluorescence polarization. inhibition, % at 3.39 µM. hit rate 1.5% among 330,000. AID 463082, 2010;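 active means inhibition above the mean inhibition across the screen plus 3 SD, cut at about 25% in these data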;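 further: inhibitors block binding of the rhodamine activity-based probe so polarization drops; 0% = enzyme with DMSO and 100% = wells lacking pPAFAH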
# Numbers without * were called inactive; / = no result given.
# A first look:
No.	compound	PAD4 inh	PAFAH1B2 inh	PREPL inh	PME-1 primary	pPAFAH FP inh	PAFAH1B3 inh	LYPLA1 counter	LYPLA2 inh	GSTO1 inh
1	c1cnc2ccc(C(c3nnnn3C3CCCC3)N3CCN(c4nc5ccccc5s4)CC3)cc2c1 (configuration not stated)	0	-1	-2	-3	5	8	-2	-5	2
2	Cc1cc(NS(=O)(=O)c2ccc(Nc3nc(-c4ccc(O)cc4)cs3)cc2)no1	4	8	14	3	22	7	7	5	14
3	COCCNC(=O)c1onc(CSc2cccc(C)c2)c1C(=O)O	-2	2	5	0	0	1	2	-3	5
4	CCc1ccccc1NC(=O)C1CCN(S(=O)(=O)c2ccc3c(c2)N(C(C)=O)CCO3)CC1	-5	7	1	-1	1	11	0	-5	-3

# This part in full, previewed entries included:
No.	compound	PAD4 inh	PAFAH1B2 inh	PREPL inh	PME-1 primary	pPAFAH FP inh	PAFAH1B3 inh	LYPLA1 counter	LYPLA2 inh	GSTO1 inh
1	c1cnc2ccc(C(c3nnnn3C3CCCC3)N3CCN(c4nc5ccccc5s4)CC3)cc2c1 (configuration not stated)	0	-1	-2	-3	5	8	-2	-5	2
2	Cc1cc(NS(=O)(=O)c2ccc(Nc3nc(-c4ccc(O)cc4)cs3)cc2)no1	4	8	14	3	22	7	7	5	14
3	COCCNC(=O)c1onc(CSc2cccc(C)c2)c1C(=O)O	-2	2	5	0	0	1	2	-3	5
4	CCc1ccccc1NC(=O)C1CCN(S(=O)(=O)c2ccc3c(c2)N(C(C)=O)CCO3)CC1	-5	7	1	-1	1	11	0	-5	-3
5	COc1ccc(CC(=O)NNC(=O)c2ccc(NC(C)=O)cc2)cc1	2	0	8	-9	7	-1	-1	3	1
6	O=C(CCCN1C(=O)/C(=C/c2ccc(F)cc2)SC1=S)NCCCn1ccnc1	-52	2	1	-9	-4	5	-2	-8	5
7	CN(C)CCCNC(=O)/C=C/c1ccc(OCc2c(F)cccc2Cl)cc1	-5	-2	19	-2	7	4	-4	4	-9
8	CCOC(=O)Cn1c(-c2ccc(Cl)nc2)nc2ccccc21	-2	3	2	-1	1	10	0	3	-3
9	CCOc1ccccc1NC(=O)CCCN1C(=S)NC(C)(C)CC1C (configuration not stated)	-4	-1	-4	6	3	2	2	1	0
10	COc1ccc2cc(C#N)c(SCC(=O)NNC(=O)Cc3ccccc3)nc2c1	-2	-8	4	-2	-3	-12	-2	-4	13
11	CC1(C)Nc2ccccc2C(=O)N1NS(=O)(=O)c1ccccc1	2	3	-3	8	1	10	3	1	7
12	Cc1ccc(CNC(=O)COC(=O)c2ccc(Br)o2)cc1	-1	4	-3	2	7	-3	-1	4	/
13	O=C(Nc1cnn(Cc2ccccc2)c1)c1nc2ncccn2n1	-2	3	1	-1	5	4	-3	-4	9
14	CCOC(=O)c1sc(NC(=O)CSc2nnnn2-c2ccc(C)cc2C)nc1C	-4	1	8	-2	2	-4	-2	5	15
15	COc1ccc(NC(=O)CN(C)CC(=O)NC2CCC(C)CC2)cc1 (configuration not stated)	2	-3	-1	-1	0	1	3	7	/
16	O=C(CSc1n[nH]c(-c2cccs2)n1)N1CCN(S(=O)(=O)c2ccccc2)CC1	1	3	5	3	-3	4	1	5	2
17	COc1cccc(/C=C(/C(=O)OCC(=O)NC2CCCCCCC2)c2ccccc2)c1	3	-5	-5	0	5	-2	-5	-6	-6
18	CCOCC(=O)N1CCC(Cc2ccccc2)CC1	1	/	13	-7	1	/	-3	3	11
19	CCc1nnc(NC(=O)CSc2nnc(-c3cc4ccccc4cc3O)n2CC)s1	-7	4	0	0	1	8	-3	-1	14
20	Clc1ccc(N/N=C/c2cccnc2)cc1	-4	-1	7	-3	-8	10	1	-2	0
21	O=C(COc1ccccc1Cl)NCCCNC(=O)c1ccco1	-1	-3	16	3	3	0	1	-2	5
22	NS(=O)(=O)c1ccc(N=Nc2c(O)[nH]c3ccc(Br)cc23)cc1	-2	12	8	6	7	-1	-1	1	-4
23	Cc1cccc(-n2cnc3sc(C)c(C)c3c2=O)c1	0	4	-5	9	1	4	-1	-7	-2
24	O=c1cc(CSc2ccccc2)[nH]c2ccccc12	-4	9	-10	-3	1	-11	-3	-1	-1
25	CCC(=O)Nc1ccc(Br)c(Cl)c1	-8	5	-22	-5	-2	6	-3	-5	1
26	Cc1ccccc1CSc1nnc(-c2cccs2)n1Cc1ccco1	0	6	7	-3	17	5	1	3	-5
27	C=CCn1c(=O)/c(=C\c2ccccn2)s/c1=C(/C#N)C(=O)NCC1CCCO1 (configuration not stated)	-3	0	8	1	1	1	2	8	-2
28	CCn1c(C(=O)N2CCc3ccccc3C2)cc2sccc21	2	-2	33	-1	8	-1	-4	-1	4
29	CCCNC(=O)NC(=O)COC(=O)CC(NC(N)=O)c1ccc(Cl)cc1 (configuration not stated)	0	2	-5	2	0	8	-1	-2	9
30	O=C(CCC1CCCN(C(=O)c2cccnc2)C1)NCc1ccccc1F (configuration not stated)	-1	2	16	1	6	4	7	12	6
31	CC1Oc2ccccc2N(CC(=O)Nc2ccccc2F)C1=O (configuration not stated)	2	1	0	-1	0	0	4	5	3
32	COc1cc(OC)cc(C(=O)NCc2ccc3[nH]c(C)cc3c2)c1	-6	-2	-1	5	5	6	-7	-3	-7
33	Cc1cc2c(=O)n(CC(=O)NCC(=O)N3CCN(Cc4ccccc4)CC3)cnc2s1	1	4	0	-1	2	3	-1	-2	5
34	COc1ccc(C(C)(C)C)cc1NC(=O)C1=CC=CN2CCS(=O)(=O)N=C12	-3	3	8	/	3	9	/	/	/
35	O=C(NCc1cccnc1)C1CCCN(Cc2cnn(-c3ccccc3)c2-n2cccc2)C1 (configuration not stated)	3	5	-8	13	8	2	-2	0	-4
36	COc1ccc(CNC(=O)COC(=O)c2ccc(S(=O)(=O)NCc3ccco3)cc2)cc1	-9	6	6	/	14	-3	/	/	/
37	Cc1cccc(N/C=C(\[N+](=O)[O-])S(=O)(=O)c2ccccc2)c1C	-3	7	-3	3	3	6	0	0	-5
38	COc1ccccc1NS(=O)(=O)c1cccc(C(=O)OCC(=O)Nc2cc(C)on2)c1	-1	2	-6	6	12	2	-1	1	-2
39	COC(=O)c1cc(NC(=O)C2CC2)cc(C(=O)OC)c1	-2	0	14	2	4	7	0	8	-3
40	COc1ccc(-c2nn3c(-c4ccc(F)cc4)nnc3s2)cc1	3	2	-13	-6	-2	11	-1	-5	-3
41	COc1ccc(NC(=O)CCNC(=O)N2CC(=O)Nc3ccccc32)c(OC)c1	6	3	3	6	-2	10	0	-2	4
42	Cc1onc(-c2c(F)cccc2Cl)c1C(=O)Nc1ccc(S(=O)(=O)N2CCOCC2)cc1	-1	1	7	/	4	11	/	/	/
43	Cc1noc(C)c1C(=O)Nc1ccc2ccccc2c1	-3	1	-6	1	0	5	2	12	1
44	COc1ccc(Cn2nnnc2CN2CCCCCC2)cc1	0	3	8	-1	1	10	-4	3	6
45	COc1cc([N+](=O)[O-])ccc1NC(=O)c1cccc(NC(=O)C(C)C)c1	1	-1	3	1	1	5	1	7	1
46	N#CCN1C(=O)C2CCCN2c2ccc(S(=O)(=O)N3CCOCC3)cc21 (configuration not stated)	2	4	14	-3	1	6	3	-2	2
47	CC(C)CN(CC(C)C)C(=O)CC(=O)NC(=O)c1ccc(Cl)cc1	-1	5	6	-7	1	8	-1	-3	11
48	CCc1nc(SCC(=O)NCc2ccccc2)c2c(=O)n(C)c(=O)n(C)c2n1	2	4	-7	-5	8	2	5	7	1
49	Cc1c(Cc2ccccc2)c(=O)oc2cc(OCC(N)=O)ccc12	-2	7	-16	-1	4	-7	-18	2	-2
50	O=C(Nc1ccccn1)c1ccc([N+](=O)[O-])o1	-4	2	12	-4	0	5	-1	10	7

# Not a retest: an excerpt of the list.
No.	compound	PAD4 inh	PAFAH1B2 inh	PREPL inh	PME-1 primary	pPAFAH FP inh	PAFAH1B3 inh	LYPLA1 counter	LYPLA2 inh	GSTO1 inh
47	CC(C)CN(CC(C)C)C(=O)CC(=O)NC(=O)c1ccc(Cl)cc1	-1	5	6	-7	1	8	-1	-3	11
48	CCc1nc(SCC(=O)NCc2ccccc2)c2c(=O)n(C)c(=O)n(C)c2n1	2	4	-7	-5	8	2	5	7	1
49	Cc1c(Cc2ccccc2)c(=O)oc2cc(OCC(N)=O)ccc12	-2	7	-16	-1	4	-7	-18	2	-2
50	O=C(Nc1ccccn1)c1ccc([N+](=O)[O-])o1	-4	2	12	-4	0	5	-1	10	7

# Going on with the list.
No.	compound	PAD4 inh	PAFAH1B2 inh	PREPL inh	PME-1 primary	pPAFAH FP inh	PAFAH1B3 inh	LYPLA1 counter	LYPLA2 inh	GSTO1 inh
51	Cc1ccc(C)c(COC(=O)CCN=C2NS(=O)(=O)c3ccccc32)c1	2	6	3	5	3	5	0	-4	-3
52	CC(=O)c1cccc(NC(=O)CSc2nc(N3CCOCC3)nc(N3CCOCC3)n2)c1	-1	-2	0	5	-5	10	-1	7	0
53	O=C(Cn1ccc2ccccc2c1=O)NCCC(=O)N1CCN(c2cccc(C(F)(F)F)c2)CC1	0	4	2	-10	3	-1	0	4	5
54	CCOC(=O)N1CCN(c2c(N3CCN(C(=O)OCC)CC3)c(=O)c2=O)CC1	-1	3	-11	-2	3	6	2	5	8
55	CCN(CC)S(=O)(=O)c1cccc(C(=O)Nc2cccc(C)c2)c1	-1	11	5	-2	6	5	-2	0	-1
56	Cc1ccc(-n2cnnn2)c2cccnc12	-4	0	9	5	-2	0	2	-2	0
57	NC(=O)C1CCN(C(=O)c2ccc3nc(N4CCCCC4)sc3c2)CC1	4	2	3	-5	2	7	-1	6	1
58	COc1ccccc1N1CCN(C2CCCN(C(=O)c3ccoc3C)C2)CC1 (configuration not stated)	-2	-3	3	0	-2	6	-2	3	1
59	CCOC(=O)c1c(N)c2cc([N+](=O)[O-])cnc2n1C	0	/	2	-4	2	/	0	2	1
60	CC(C)CC(=O)NC(Nc1ccc([N+](=O)[O-])cc1)C(Cl)(Cl)Cl (configuration not stated)	4	7	15	5	-1	0	2	8	-7
61	Nc1c(C(=O)N2CCCCC2)sc2nc3c(cc12)CCCC3	0	5	8	6	-5	-2	-4	3	3
62	Cc1cc(C2(c3cc(C)c(NC(=O)CN4CCOCC4)c(C)c3)CCCCC2)cc(C)c1NC(=O)CN1CCOCC1	-1	/	2	-7	3	/	3	2	-2
63	O=C1c2ccccc2C(=O)N1CCSc1ncn[nH]1	1	5	-4	0	2	0	-3	-2	5

# A portion of the library; count on the stated rates, not on these rows.
